Bioassay records as filed in PubChem BioAssay.
Keap1 Nrf2 FP: Keap1-Nrf2 protein-protein interaction inhibitors, primary screen, biochemical, fluorescence polarization, single point. AID 504523, 2011. inhibition, % at 9.4 µM. hit rate 0.15% among 340,000. Keap1 Kelch-Nrf2 peptide fluorescence polarization, 1536-well; in the data active means inhibition above about 12%;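 further: human Keap1 Kelch domain with fluorescein labeled Nrf2 9mer peptide probe; 0% = neutral control wells and 100% = peptide positive control; higher means more block of Keap1 binding to Nrf2 peptide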
Pemphigus Ab inh: inhibitors of pemphigus antibody binding to DSG3, primary screen, biochemical, bead-based, flow cytometry, scFv-GFP. DSG3-coupled beads, scFv-anti-DSG3-GFP binding; stronger effect = lower value. binding (percent of control), % at 10 µM. hit rate 0.48% among 310,000. AID 588358, 2011. Desmoglein-3 (Homo sapiens), P32926;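 active means binding more than 3 SD below its plate's average and above zero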; further: some compounds called inactive have numbers as strong as hits
Target sequence (P32926 whole entry, looked up): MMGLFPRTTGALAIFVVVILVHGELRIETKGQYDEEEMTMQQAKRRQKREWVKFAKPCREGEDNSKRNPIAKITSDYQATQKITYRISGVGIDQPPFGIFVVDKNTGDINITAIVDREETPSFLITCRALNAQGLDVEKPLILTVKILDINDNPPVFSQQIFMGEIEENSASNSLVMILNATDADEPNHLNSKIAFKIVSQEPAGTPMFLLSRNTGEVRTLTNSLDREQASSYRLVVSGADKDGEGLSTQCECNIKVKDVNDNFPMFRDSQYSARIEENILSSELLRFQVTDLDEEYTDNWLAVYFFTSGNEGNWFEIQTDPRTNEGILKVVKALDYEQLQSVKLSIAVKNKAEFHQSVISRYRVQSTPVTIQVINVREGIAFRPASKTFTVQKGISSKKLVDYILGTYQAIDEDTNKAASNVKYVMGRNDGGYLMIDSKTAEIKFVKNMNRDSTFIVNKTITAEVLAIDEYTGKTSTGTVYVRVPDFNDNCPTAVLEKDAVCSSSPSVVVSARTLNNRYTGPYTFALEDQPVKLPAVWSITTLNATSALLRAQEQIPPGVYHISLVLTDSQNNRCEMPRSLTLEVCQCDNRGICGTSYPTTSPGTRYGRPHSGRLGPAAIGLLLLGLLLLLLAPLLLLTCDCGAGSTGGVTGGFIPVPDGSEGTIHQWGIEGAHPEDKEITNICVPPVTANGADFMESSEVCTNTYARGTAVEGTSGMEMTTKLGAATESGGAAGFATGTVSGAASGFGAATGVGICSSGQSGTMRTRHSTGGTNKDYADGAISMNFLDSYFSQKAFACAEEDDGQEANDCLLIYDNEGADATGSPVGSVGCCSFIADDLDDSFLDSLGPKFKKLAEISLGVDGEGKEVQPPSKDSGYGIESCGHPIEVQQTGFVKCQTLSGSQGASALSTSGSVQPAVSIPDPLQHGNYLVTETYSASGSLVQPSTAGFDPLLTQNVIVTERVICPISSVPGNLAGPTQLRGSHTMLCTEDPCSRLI
DAGLB inh: DAGLB lipase inhibitors, primary screen, biochemical, fluorescence, HTS; Diacylglycerol lipase-beta (Homo sapiens), Q8NCG7; HEK293T DAGLB membrane lysate, EnzChek fluorogenic substrate; inhibition, % at 5.17 µM; hit rate 0.059% among 340,000; AID 504411, 2011; in the data active means inhibition above about 34%;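 further: 0% = enzyme with vehicle and 100% = wells lacking enzyme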
Cardiac RTF inh: cardiac RTF calcium sensitivity inhibitors, primary screen, biochemical, IANBD-TnC fluorescence, EC70 calcium; Troponin I, cardiac muscle (Homo sapiens) + Troponin T, cardiac muscle (Homo sapiens) + …; IANBD-labeled cardiac RTF, Ca2+ fluorescence; inhibition, % at 7.15 µM; hit rate 0.12% among 340,000;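 active means inhibition above the mean inhibition of all tested compounds plus 3 SD, cut at about 17% in these data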;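 further: assay run at fixed EC70 calcium of 1.6 mM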
LANA DNA inh: inhibitors of KSHV C-LANA binding to DNA, primary screen, biochemical, fluorescence polarization, FAM-LBS DNA, MBP-C-LANA, single point | AID 504423, 2011 | hit rate 0.078% among 340,000 | Kaposi's sarcoma herpesvirus LANA C-terminal domain (residues 932-1162) DNA binding | inhibition, % at 9 µM;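 active means highest replicate inhibition at or above 60% at 9 µM, even if other replicates fall short; inactive means all replicates below 60% inhibition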;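 further: 0% = neutral control wells and 100% = 4 µM acridine orange control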
V-ATPase pHluor: regulators of yeast V-ATPase proton pumping, primary screen, pHLuorin cytosolic pH fluorescence; S. cerevisiae; response, % at 10 µM; hit rate 0.37% among 350,000; in the data active means response mostly above about 7.3%, no sharp cut-off; inactive means mostly below about 5.4%; further: actives read high; inactives centre near 0; some compounds called inactive have numbers as strong as hits
CAL PDZ FP-1: untagged CAL PDZ binding inhibitors, primary screen, biochemical, fluorescence polarization, HTS; purified CAL PDZ, TMR-peptide fluorescence polarization, 1 h; inhibition, % at 24.9 µM; hit rate 0.92% among 300,000; AID 602252, 2012;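 active means mean inhibition of at least 30% with at least half of replicates also reaching 30%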;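 further: 0% = DMSO neutral control and 100% = excess unlabeled competitor peptide PRC23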
NSD2 inh: NSD2 histone methyltransferase inhibitors, primary screen, biochemical, AlphaScreen, single concentration, set 2 | Histone-lysine N-methyltransferase NSD2 (Homo sapiens), O96028 | NSD2 peptide methylation, 120 min | inhibition, % at 12.5 µM | hit rate 0.54% among 310,000; in the data active means inhibition above about 50%
CAL PDZ FP-2: CAL PDZ peptide-binding inhibitors, primary screen, biochemical, fluorescence polarization, Cer-tagged CAL PDZ, HTS; purified CAL PDZ, TMR-peptide fluorescence polarization, 1 h; inhibition, % at 20 µM; hit rate 0.02% among 330,000; AID 504414, 2011;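 active means highest replicate inhibition of at least 40%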;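 further: plate controls were DMSO neutral control wells for no effect and unlabeled competitor peptide control wells for full effect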
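Material – purified CerCALP PDZ construct · Detection – FP readout, S and P plane fluorescence · Measure – percent inhibition from loss of millipolarization · Controls – unlabelled peptide for full inhibition, DMSO wells as neutral · Probe or stimulus – TMR-labelled reporter peptide T*-PRC34 bound in PDZ groove · Times – 1 h at RT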
Arr AP2 block: inhibitors of beta-arrestin/AP2 binding, primary screen, biochemical, GPCR trafficking, flow cytometry | beta-arrestin 1 C-terminal peptide binding to AP2 beta2-adaptin appendage (human) | AID 504490, 2011 | inhibition, % at 10 µM | FITC-arrestin peptide / GST-AP2 beads; AP2 beta2 appendage carries R879A mutation | hit rate 0.31% among 340,000;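 active means inhibition above a set limit, near 3 SD of compounds lacking own fluorescence, cut at about 54% in these data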;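 further: plate controls were DMSO wells for no effect and 5 µM unlabelled arrestin peptide for full effect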
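Material – GST-tagged AP2 beta2-adaptin appendage (R879A) on 4 µm glutathione beads · Probe or stimulus – fluorescein-tagged arrestin peptide at 50 nM final · Timing – 12 min plus 1 h, RT · Detection – bead flow cytometry, FITC channel · Read-out basis – inhibition as reduced fluorescein signal on beads, percent · Medium – PBS plus Tween 20 (0.05%) and BSA (0.1%)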
Starred values were filed as active, the others as inactive; · = not tested or not shown.

Keap1 Nrf2 FP,Pemphigus Ab inh,DAGLB inh,Cardiac RTF inh,LANA DNA inh,V-ATPase pHluor,CAL PDZ FP-1,NSD2 inh,CAL PDZ FP-2,Arr AP2 block,structure
-3,105,-7,-2,0.2,2,-3,4,-4.2,0,c1ccc(N2CCN(c3ncnc4sc5c(c34)CCC5)CC2)cc1
-9,90,2,-27,-0.9,-1,0,0,-2.3,7,CC(=O)Nc1cccc(Oc2cc(C#N)c(C#N)cc2N2CCCCCC2)c1
·,104,-2,·,·,-1,·,-3,·,·,O=C(NCc1ccncc1)Nc1ccc(Cc2ccc(NC(=O)NCc3ccncc3)cc2)cc1
-6,122,1,2,-1.4,0,-3,9,-3.4,-8,CN(C)CCCN(C(=O)c1ccc(C(=O)c2ccccc2)cc1)c1nc2cc3c(cc2s1)OCCO3
-4,101,-10,2,-0.4,-1,-5,-1,-1.2,-3,COc1ccc(-c2cc(C(F)(F)F)nc(NCc3cccs3)n2)cc1
-1,97,-1,-4,-0.2,-4,-4,1,-3.3,42,Cc1cnc(C(=O)NCCc2ccc(Cl)cc2)cn1
-4,102,-2,-3,29,-11,-1,-1,-0.5,23,N#Cc1sc2nc(-c3ccccc3)cc(C(F)(F)F)c2c1N
-5,105,-1,2,1.1,-1,-13,0,0.0,4,C=CCn1c(CCNC(=O)c2cccs2)n[nH]c1=S
-4,101,6,-5,3.1,2,-5,-2,-1.8,-2,CCOc1ccc2nc(N=NC3=C(O)CC(C)(C)CC3=O)sc2c1
-2,104,-2,-1,-0.6,-2,2,2,-2.5,-3,CCC(=NCCc1ccc(OC)c(OC)c1)c1ccccc1O
-2,112,1,-19,0.0,-1,-2,0,-1.2,1,Cc1cc(NC(=O)CCCC(=O)OCC(F)(F)C(F)F)cc(C)c1C(=O)O
-1,·,1,2,-1.2,-1,-1,-1,-1.9,15,COCc1nnc(NC(=O)CCSc2ccccc2)s1
5,113,0,-6,-1.3,-6,-5,-3,-0.4,-9,NC(=S)N/N=C1\CCOc2ccc(F)cc21
-3,104,1,-4,-0.8,0,-2,-4,-3.0,1,CCOC(=O)c1cc(S(=O)(=O)N2CCN(C3CCCCC3)CC2)cn1C
-4,91,2,-11,-0.6,-76,-2,-6,-0.1,7,COc1ccc(C2/C(=C(/O)c3ccccc3)C(=O)C(=O)N2CCO)cc1 (configuration not stated)
-4,110,-3,-12,0.2,-3,·,1,-1.1,-6,Clc1ccc(-n2nnnc2Sc2ncnc3sccc23)cc1
4,102,-1,1,0.0,-3,-3,·,-2.5,9,O=C(NCc1ccccn1)[C@H]1C[C@@H]1[C@H](NP(=O)(c1ccccc1)c1ccccc1)c1ccccc1
1,109,-4,-5,-1.0,-6,·,0,-2.8,-22,CC(=O)Nc1ccccc1C(=O)N1CCN(Cc2ccc3c(c2)OCO3)CC1
-5,100,-2,-8,-0.2,10,-2,3,1.2,16,Cc1cc2nc3c(nc2cc1C)CCCC3
2,·,4,-6,-1.6,0,2,0,-4.0,-9,CCOc1ccc(NC(=O)c2ccc(N3CC4CC(C3)c3cccc(=O)n3C4)c(NC(=O)c3ccncc3)c2)cc1 (configuration not stated)
-6,97,0,-3,2.6,0,4,-9,-4.3,-27,COC(=O)/C(=C\c1cc(OC)c(OC)c(OC)c1)c1nc2ccccc2[nH]1
3,96,-1,-21,1.1,3,-2,1,0.2,37,CCN(CC)S(=O)(=O)c1ccc(Cl)c(NC(=O)CSc2nnc(-c3cccs3)o2)c1
2,109,0,0,15,-1,·,·,-0.1,-3,O=C(NCCN1C(=O)C2C3C=CC(C3)C2C1=O)Nc1ccc(Br)cc1 (configuration not stated)
-3,110,1,-10,-0.9,0,-2,-1,-1.5,-7,CC(=O)Nc1ccc2c(c1)N(S(=O)(=O)c1cccs1)CCC2
4,96,-1,-1,1.9,3,6,10,-0.1,7,O=[N+]([O-])c1cc(C(F)(F)F)cc([N+](=O)[O-])c1NCCN1CCNCC1
0,103,-2,-17,-1.1,0,-4,0,0.6,31,COc1ccc(OCC(=O)NNC(=O)CCc2ccccc2)cc1
-5,95,1,-4,-3.7,0,-7,-1,-1.3,-1,CCCCOc1ccc(C(=O)NN2C(=O)NC3(CCCCC3)C2=O)cc1OC
-3,·,12,1,-2.5,-1,-15,17,-3.7,1,COc1ccc(/C=C2\SC(=S)NC2=O)cc1OS(=O)(=O)c1ccc(NC(C)=O)cc1
-2,99,0,-1,0.3,-3,3,-1,0.4,9,Cc1ccc(C(=O)N/C(=C\c2ccc([N+](=O)[O-])cc2)C(=O)NCCc2ccccc2)cc1
8,104,-3,1,-4.3,4,-3,·,-1.5,6,CC(=O)C[C@H](O)CC(=O)[C@H]1OC(=O)[C@H](C)C/C=C\Cc2ccccc21

(cont.)
Keap1 Nrf2 FP,Pemphigus Ab inh,DAGLB inh,Cardiac RTF inh,LANA DNA inh,V-ATPase pHluor,CAL PDZ FP-1,NSD2 inh,CAL PDZ FP-2,Arr AP2 block,structure
-5,103,0,-7,-1.1,8,-2,11,-2.9,2,CN1CCc2ccccc2C1C1CCNCC1 (configuration not stated)
-5,99,2,-8,0.5,3,6,-1,-4.6,-9,Cc1ccc2nc(-c3ccc(NC(=O)CNC4CC4)cc3)sc2c1
-3,101,-3,7,2.3,-5,-7,-1,-0.8,13,COc1ccc(C2=CC(=O)OC3(CCCC3)O2)cc1
-4,101,-2,0,1.8,1,22,-4,-0.1,11,COc1ccccc1/C=N/NS(=O)(=O)c1ccccc1
0,99,-1,7,-1.0,-1,-4,-1,-0.1,34,O=c1[nH]n2cc(-n3cc([N+](=O)[O-])cn3)cnc2c1Br
·,111,-9,·,·,1,·,1,·,·,CC(=Cc1cccs1)C(=O)c1ccccc1
1,97,2,-6,2.0,1,-3,-3,-2.5,5,Cc1ccc2c(C(=O)CN3CCC4(CC3)OCCO4)c(C)[nH]c2c1
-2,104,4,-9,0.6,1,-2,1,-3.6,-2,COc1ccc2nc3oc(C(=O)N4CCN(c5cccc(Cl)c5)CC4)cc3cc2c1
-10,80,1,0,1.1,0,0,0,-2.3,-4,CCN(CCn1cccn1)C(=O)CC1C(=O)NCCN1CC1CCCCC1 (configuration not stated)
-2,101,0,0,-1.4,5,10,-1,0.5,-5,CC(C)C(=O)NC(=O)COC(=O)/C=C/c1cccs1
4,104,-5,-2,-2.3,-1,1,·,0.0,23,CCOC(=O)C1=CN(Cc2cccc(F)c2)S(=O)(=O)N(CC)C1c1ccccc1 (configuration not stated)
6,116,-1,-4,0.5,-3,·,1,-0.1,-5,COC(=O)c1c[nH]n2c(=O)cc(C)nc12
-6,117,-2,1,0.3,-5,-2,-1,-0.7,1,CCOC(=O)C1=C(N)N2C(=O)C(C)SC2=C(C(=O)OC)C1c1ccccc1OC (configuration not stated)
-2,94,-1,2,-0.4,-1,·,-1,1.2,-10,Cc1ccc(S(=O)(=O)NCCC(=O)NC2CCCCC2)cc1
1,99,0,4,-0.3,1,-2,5,-1.3,14,O=C(O)c1ccccc1C(=O)NNc1ccc(Cl)cc1
3,98,-1,-7,-1.2,0,3,0,0.5,-1,Cc1ccc(NC(=O)CC(O)(C(F)(F)F)C(F)(F)F)cc1
0,104,0,-6,0.1,6,-4,0,-3.6,-6,Cc1ccccc1C(=O)Nc1cccc(C#N)c1
-2,102,2,-4,-0.4,-2,-2,0,-0.6,-11,COc1cc(F)ccc1S(=O)(=O)n1c(C)nc2ccccc21
1,102,-7,-4,2.2,-2,-1,22,0.0,38,Cc1ccc(C2=NO[C@@](CC(=O)O)(C(=O)Nc3ccc4c(c3)OCCO4)C2)cc1
-2,107,0,-2,0.7,1,1,·,0.7,21,Cn1c(=O)oc2cc(S(=O)(=O)N3CCN(c4ccccn4)CC3)ccc21
-6,107,-3,-2,1.1,0,-2,14,-1.3,21,CCc1ccccc1OCC(=O)Nc1cccc(S(=O)(=O)NC2=NCCCCC2)c1
3,87,1,-2,0.2,-1,0,0,-2.1,9,CS(=O)(=O)N1c2cccc3cccc(c23)S1(=O)=O
-2,98,3,-6,-0.3,-3,-1,·,-0.3,1,CC(=O)NC(C)c1nc2ccccc2n1C(C)C (configuration not stated)
-1,98,-4,-8,0.6,0,-3,-5,0.3,5,CC(=O)Nc1ccc(S(=O)(=O)N2CCN(Cc3cccs3)CC2)cc1
-6,113,-1,10,3.1,0,-3,0,-1.8,1,Cc1cc(-c2ccc(S(=O)(=O)N3CCN(c4cccc(C)c4C)CC3)s2)on1
1,105,-2,-5,-0.3,1,-1,9,-0.2,-2,CC1(C)CC(=O)C(CCCN2C(=O)c3ccccc3C2=O)C(=O)C1
·,98,-3,·,·,1,·,1,·,·,N#Cc1ccccc1S(=O)(=O)N1CCN(c2nc(-c3ccccc3)nc3ccccc23)CC1
-5,·,2,-7,-1.0,9,-6,-1,-0.4,8,O=C(N/N=C/c1cc(Cl)ccc1O)c1ccc(Br)cc1
-6,115,-3,-7,-0.5,0,2,·,-1.0,-12,O=C(CSc1nnc(-c2ccccc2)c2ccccc12)NCC1CCCO1 (configuration not stated)
-4,100,-1,3,3.1,-1,-1,2,0.9,5,O=C(NCc1cccnc1)C1CC(=O)N(c2ccc(F)cc2)C1 (configuration not stated)
4,107,-14,-3,0.6,0,·,0,-2.7,5,CC(C)Oc1ccc(C(CC(=O)NCc2ccco2)c2ccccc2)cc1 (configuration not stated)
3,106,2,-5,-0.5,2,2,5,0.6,11,CCN1C(=O)N/C(=C/c2cc(C)n(Cc3ccccc3)c2C)C1=O

Some values from the entries so far:
CCOC(=O)C1=C(N)N2C(=O)C(C)SC2=C(C(=O)OC)C1c1ccccc1OC (configuration not stated) in DAGLB inh is entered as -2
O=C(N/N=C/c1cc(Cl)ccc1O)c1ccc(Br)cc1 in V-ATPase pHluor is entered as 9

This is a subset; count on the stated rates, not on these rows.
